Source: PubChem
D3 antag = qHTS of D3 Dopamine Receptor Antagonist: qHTS; max response, negative = inhibition, %; 360,000 compounds, 2.5% hits; D(3) dopamine receptor (Homo sapiens), P35462; AID 652054, 2013; D3R cells, DiscoveRx beta-arrestin luminescence, antagonist mode; stronger effect = lower value; in the data active = max response below about -50%; inconclusive = no clear call, values can overlap the other calls; note: % is set by controls: 0 for no effect and ±100 for the full control effect; mostly tested at two doses, the higher about 12 µM
Target sequence (P35462 whole entry, looked up): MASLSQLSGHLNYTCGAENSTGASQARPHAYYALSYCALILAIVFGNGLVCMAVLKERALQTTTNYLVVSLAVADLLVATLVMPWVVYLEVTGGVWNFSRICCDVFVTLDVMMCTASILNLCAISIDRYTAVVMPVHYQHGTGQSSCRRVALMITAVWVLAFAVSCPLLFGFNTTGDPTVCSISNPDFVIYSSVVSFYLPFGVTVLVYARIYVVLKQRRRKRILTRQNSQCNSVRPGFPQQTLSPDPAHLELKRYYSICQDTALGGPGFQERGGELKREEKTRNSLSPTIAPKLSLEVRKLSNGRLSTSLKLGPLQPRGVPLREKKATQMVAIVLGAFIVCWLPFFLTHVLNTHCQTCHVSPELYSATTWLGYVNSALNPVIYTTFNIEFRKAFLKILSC
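Cells plated overnight at 1500 cells/well, then exposed to library compounds with dopamine controls for 90 minutes at 37 degrees C. DiscoveRx reagent added for 30–60 minutes at room temperature; luminescence read, quantitative HTS format.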
EPAC2 agonist = qHTS for Agonist of cAMP-regulated guanine nucleotide exchange factor 4 (EPAC2): primary screen. Rap guanine nucleotide exchange factor 4 (Homo sapiens), Q8WZA2. EPAC2 activation, biochemical qHTS; response scale: 100% = 6.5 mM cAMP response. Potency, µM (series often up to 154 µM), inactives show at the highest dose activation, hits mostly activators. 360,000 compounds, 0.079% hits. AID 720711, 2013; note: potency is the fitted concentration of half-maximal effect; nearly all actives have a fitted effect of over 50% in size
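Readout is BODIPY fluorescence (480 nm excitation, 540 nm emission), which falls as labeled GDP is exchanged off Rap1B. EPAC2 at 100 nM acted on 250 nM RAP1B-BODIPY-GDP with 50 uM GDP present.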
PTHR1 ag = qHTS for PTHR1 Agonists: Primary Screen | Parathyroid hormone/parathyroid hormone-related peptide receptor (Homo sapiens), Q03431 | HEK293 GP2 PTHR1 cells, GloSensor cAMP luminescence, 1 h | Potency, µM (highest dose often 115 µM), for inactives: top-dose activation, usual class: activators | 410,000 compounds, 0.075% hits | AID 743266, 2014; note: potency is the fitted concentration of half-maximal effect; nearly all actives have a fitted effect of over 55% in size; some results filed as inactive show a strong effect at the top dose; inactives centre near -15; many of its hits are not listed in these tables
Target sequence (Q03431 whole entry, looked up): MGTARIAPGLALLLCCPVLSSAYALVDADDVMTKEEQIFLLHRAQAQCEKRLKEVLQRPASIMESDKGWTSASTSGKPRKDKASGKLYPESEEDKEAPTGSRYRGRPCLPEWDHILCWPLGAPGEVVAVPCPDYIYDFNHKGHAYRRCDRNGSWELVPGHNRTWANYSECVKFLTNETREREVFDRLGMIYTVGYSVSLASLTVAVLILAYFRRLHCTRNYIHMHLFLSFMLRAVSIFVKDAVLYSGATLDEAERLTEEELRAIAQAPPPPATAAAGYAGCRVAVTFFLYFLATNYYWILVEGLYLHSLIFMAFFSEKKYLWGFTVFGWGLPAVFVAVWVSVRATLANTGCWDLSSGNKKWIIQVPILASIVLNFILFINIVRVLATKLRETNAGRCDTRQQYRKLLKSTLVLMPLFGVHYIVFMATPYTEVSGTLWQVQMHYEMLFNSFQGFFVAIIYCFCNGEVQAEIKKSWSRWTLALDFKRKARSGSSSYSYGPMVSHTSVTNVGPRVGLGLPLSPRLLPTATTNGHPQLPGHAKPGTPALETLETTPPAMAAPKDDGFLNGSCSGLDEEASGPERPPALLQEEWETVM
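HEK-293-derived GP2 cells expressing PTHR1 and a GloSensor cAMP reporter, 3,000/well, plated overnight, given luciferin plus IBMX (each 0.5 mM as added) for 1 h at 37 °C, then compound for 1 h at 37 °C. Luminescence was read after 15 min at room temperature.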
DRD3 agonist = qHTS of D3 Dopamine Receptor Agonist: qHTS | D(3) dopamine receptor (Homo sapiens), P35462 | D3R DiscoveRx beta-arrestin cells, luminescence, 90 min | max activation, % | 410,000 compounds, 0.58% hits | AID 652048, 2013; in the data active = max activation above about 30%; note: 0% is about no effect; mostly tested at two doses, the higher about 12 µM
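Agonist mode: compounds and dopamine controls were applied to plated cells for 90 min at 37 degrees C after an overnight attachment at 1500 cells/well. Luminescent read-out followed 30 - 60 minutes at room temperature with DiscoveRx detection reagent.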
CCT chaperon mod = High-Throughput Screening for Modulators of Cytosolic Chaperonin Activity. activity change, % (test concentration not listed), hits read low. 360,000 compounds, 0.3% hits. purified chaperonin ATPase assay, HTRF ADP detection, 30 min; in the data active = activity change below about -30%; note: % is set by controls: 0 for no effect and ±100 for the full control effect
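We incubate TRiC, 40 or 20 nM final, with library compounds at 76 uM and 10 uM ATP for 30 min at 37 °C. ADP formed is detected with Transcreener HTRF reagents after 30 min at room temperature.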
Mm-Cpn inhibitor = Inhibitors of TCP-1 ring complex (TRiC) of Methanococcus maripaludis (MmCpn): qHTS | purified Mm-Cpn ATPase, ADP Transcreener TR-FRET | 330,000 compounds, 0.031% hits | Potency, µM (highest dose often 76.9 µM), for the others: at the top dose activity, negative = inhibition, usual class: inhibitors | Chaperonin Mm-Cpn (Methanococcus maripaludis); note: potency is the fitted concentration of half-maximal effect; % is set by controls: 0 for no effect and ±100 for the full control effect; nearly all actives have a fitted effect of over 80% in size
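25 nM Mm-CPN + cpd, 10 min 37°C; + 10 uM ATP, 30 min 37°C; buffer 30 mM Tris pH 7.4, 100 mM KCl, 5 mM MgCl2, 1 mM DTT; Transcreener ADP HTRF detection 30 min RT.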
Akt phos inh = HTS Assay for Inhibitors of Akt Phophorylation: Primary Screen. Neuro2A IGF-stimulated pAkt S473 HTRF, 20 min; stronger effect = lower value. 360,000 compounds, 0.32% hits. activity change, % for hits at 50 µM; in the data active = activity change below about -80%; inconclusive = mostly about -51% to -80%; note: % is set by controls: 0 for no effect and ±100 for the full control effect
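Neuro2A cells in DMEM with 0.5% FBS, overnight at 37 deg C, given compound at single 50 µM final, then IGF (6 nM final) for 20 min at 37 deg C. Lysed; phospho-Akt Ser473 by HTRF after 24 h, 665/615 ratio.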
EPAC2 antag = qHTS for Antagonist of cAMP-regulated guanine nucleotide exchange factor 2 (EPAC2): primary screen; Rap guanine nucleotide exchange factor 4 (Homo sapiens), Q8WZA2; EPAC2 GEF exchange of Rap1B-BODIPY-GDP, fluorescence; Potency, µM (highest dose often 114 µM), for inactives: top-dose activity, negative = inhibition, most hits filed as inhibitors; 360,000 compounds, 0.18% hits; AID 720708, 2013; note: potency is the fitted concentration of half-maximal effect; % is set by controls: 0 for no effect and ±100 for the full control effect; nearly all actives have a fitted effect of over 45% in size; many of its hits are not listed in these tables
* = called active by the depositor; i = inactive; ? = inconclusive; . = no result given; [ ] = remark or other dose. Unless noted, calls come from the whole dose curve; as a rule, active = well fitted curve in the direction sought with a large enough effect; inconclusive = small, poorly fitted or top-dose-only effect, or another doubt; inactive = no such curve, though single readings can be large; an effect the other way counts as inactive or inconclusive.

Order of values: D3 antag | EPAC2 agonist | PTHR1 ag | DRD3 agonist | CCT chaperon mod | Mm-Cpn inhibitor | Akt phos inh | EPAC2 antag
Cc1ccc(S(=O)(=O)c2nc(NN(C)C)sc2Cl)cc1
→ 10 | 8% | -22% | 4 | -0.6 | 0% | i | -12%
C=CC[C@@H](Cc1ccc(F)cc1)C(=O)OC[C@@H]1CCCN1C(=O)[C@@H](CC=C)CC(=O)N[C@@H](CO)Cc1ccccc1
→ 5 | 12% | i | -5 | -3.1 | 3% | i | -6%
CCOCCCNC(=O)CN1C(=O)C(CC)Oc2ccccc21 (stereo not drawn)
→ -20 | 13% | -9%[57.5 µM] | -7 | -2.9 | 2% | i | -11%
CCOC(=O)c1c(NC(=O)CN2CCOCC2)sc(C(=O)NC)c1C
→ -22 | 2% | -45%[inhibitor] | -5 | 0.9 | 1% | i | 20%
Cn1c(=O)c2c(ncn2CCCC(=N)N2CCOCC2)n(C)c1=O
→ -3 | 3% | i | 2 | -1.5 | 0% | i | 1%
Cc1nc(NC(=O)CSc2nnc(N)s2)c(Cl)cc1Cl
→ -6 | 4% | i | 0 | -3.4 | 0% | i | 1%
C=CCn1c(C(C)NC(=O)CCC)nc2ccccc21 (stereo not drawn)
→ 8 | 2% | -5%[57.5 µM] | -12 | -7.8 | -1% | i | 0%
COc1ccccc1C(=O)N/N=C(\C)c1ccc(NC(=O)C2CC2)cc1
→ -14 | 2% | -16% | -4 | -0.6 | 2% | i | -6%
O=C(NCCc1ccc(Cl)cc1)c1nnc(Cc2ccc(Cl)cc2)o1
→ -12 | 1% | i | -5 | -0.5 | 1% | i | -16%
CC(C)(C)c1[nH]nc2c1C(c1ccco1)C(C#N)=C(N)O2 (stereo not drawn)
→ 1 | -4% | -23% | -6 | -0.4 | 4% | i | -1%
O=C(C1CCCN(Cc2cccnc2)C1)N1CCCCC1 (stereo not drawn)
→ 8 | -3% | i | 0 | -1.9 | 0% | i | 1%
Cc1ccc(S(=O)(=O)N2[C@H](CC(=O)c3ccc(Cl)c(Cl)c3)OC[C@@H]2C)cc1
→ 0 | 4% | -31%[inhibitor] | -6 | . | . | i | -17%
CCCCNS(=O)(=O)c1ccc2nc(SCC(=O)c3ccccc3OC)[nH]c2c1
→ 18 | -5% | -27% | 28 | 2.3 | -2% | i | -4%
Cc1cc(C)n(CC(=O)NNC(=O)CC(C)c2ccccc2)n1 (stereo not drawn)
→ -11 | 8% | 18% | -6 | 6.3 | 1% | i | 7%
Cc1ccc(Cl)c2sc(NC(=O)C3CC3)nc12
→ 16 | -1% | -5% | -3 | 0.6 | 1% | i | 3%
Cc1onc(-c2ccccc2)c1C(=O)NNC(=S)NC(=O)c1ccc(Cl)cc1Cl
→ -21 | -12% | -19% | 5 | -2.4 | 1% | i | 4%
COc1cccc(C(=O)N(Cc2cc3cc(C)ccc3[nH]c2=O)C(C)C)c1
→ 1 | 3% | i | 2 | -1.2 | 0% | i | 1%
O=S(=O)(/N=C(/Nc1ccc(Cl)cc1Cl)c1ccccc1)c1cccs1
→ 2 | -1% | i | 5 | 0.0 | 0% | i | -20%
COC(=O)c1c(NC(=O)COC(=O)c2ccccn2)sc(C)c1C
→ -4 | 0% | i | 3 | -2.7 | 0% | i | -9%
COc1cc2c(cc1NC(=O)COC(=O)/C=C/c1ccccc1)oc1ccccc12
→ 31 | 3% | i | -5 | 0.4 | 0% | i | 12%
CCN1C(=O)/C(=C2/C=Cc3ccccc3N2CC)SC1=S
→ -12 | 12% | -25% | -3 | 0.3 | 2% | i | -9%[57.1 µM]
CS(=O)(=O)N(CC(=O)Nc1cccc([N+](=O)[O-])c1)c1ccccc1
→ 4 | -10% | i | 0 | -0.2 | -3% | i | -1%
Cc1ccc(N2CC(C(=O)OCc3ccc([N+](=O)[O-])cc3)CC2=O)cc1 (stereo not drawn)
→ 15 | -31%[inhibitor] | i | -7 | -2.7 | 1% | i | -15%
Cc1ccc(C2C(C#N)=C(N)Oc3n[nH]c(-c4cccs4)c32)cc1 (stereo not drawn)
→ 6 | -5% | i | 4 | -1.2 | -1% | i | -14%
Cc1cc(NC(c2ccc(Cl)cc2)c2ccc3cccnc3c2O)no1 (stereo not drawn)
→ 6 | 17% | i | 7 | -7.8 | 0% | i | -7%
Clc1ccccc1C1CC(c2ccccc2)Nc2ncnn21 (stereo not drawn)
→ 6 | 11% | -22% | 5 | 0.0 | -2% | i | -3%
O=c1c2nnn(-c3ccccc3)c2ncn1C/C=C/c1ccccc1
→ -23 | 8% | -68%[inhibitor] | -6 | 0.7 | 0% | i | 7%
CN(Cc1cnccn1)Cc1cn(Cc2ccccc2)nc1-c1ccc2c(c1)OCO2
→ 8 | -1% | -18% | 0 | 3.7 | 0% | i | -1%
CC(=O)c1ccc(NC(=O)C(C)N(C)CC(=O)Nc2ccc(Cl)cc2)cc1 (stereo not drawn)
→ -15 | 6% | 25% | 1 | -1.2 | -1% | i | 5%
CCOc1ncccc1C(=O)N1CCCSC1=Nc1ccc(C(C)=O)cc1
→ -12 | 14% | ? | 2 | -2.7 | 1% | i | 16%
N#CCCNC(=O)CCN1CCOCC1
→ 23 | 6% | -24% | 3 | -3.4 | 0% | i | 25%
Cc1cc(C)n2c(Nc3ccc4c(c3)OCCO4)c(C(C)C)nc2n1
→ 72 | 8% | i | 5 | 1.3 | . | i | 7%
Cc1cc(C)c(C(N)=O)c(Nc2cccc(Cl)c2)n1
→ 6 | 8% | -51%[inhibitor] | 5 | 2.6 | 0% | i | 14%
O=C(CNC(=O)c1ccc(Cl)cc1)NCc1ccccn1
→ -2 | 8% | i | 1 | -2.8 | -1% | i | 9%
COc1cc(C2C3=C(CC(C)(C)CC3=O)Nc3c2c(=O)[nH]c(=O)n3Cc2ccccc2)ccc1O (stereo not drawn)
→ 11 | -4% | -4% | 1 | -1.1 | 3% | i | -1%
CC(=O)c1ccc([C@H]2C[C@@]34CN(C(=O)OC(C)(C)C)S(=O)(=O)[C@H]3C[C@H]2O4)cc1
→ ? | -2% | -34%[inhibitor] | -15 | -0.1 | 0% | i | -9%
CCOC(=O)C1=CNS(=O)(=O)NC1c1ccc(C#N)cc1 (stereo not drawn)
→ 2 | 11% | -9% | -16 | -0.6 | 1% | i | -1%
COc1ccc(Cl)cc1NC(=O)CN(C)C(=O)c1cccc(-n2cnnn2)c1
→ -25 | 7% | 12% | -14 | -12 | -5% | i | 2%
O=c1[nH][nH]cc1C=Nc1ccccc1O
→ 22 | 4% | -20% | 4 | -1.1 | 0% | i | 18%
COc1ccc2[nH]c(=O)c(CN(c3ccccc3)S(=O)(=O)c3ccccc3)cc2c1
→ 28 | 14% | -21% | 33* | -1.2 | -9% | i | -7%
O=C1CC2(CCN(C(=O)c3ccccc3F)CC2)Oc2ccccc21
→ 5 | -5% | i | 2 | -1.0 | -4% | i | -7%
COc1nc(NC(C)(C)C)nc(Oc2ccc(=O)n(-c3ccccc3)n2)n1
→ 17 | 8% | 21%[57.5 µM] | 4 | 0.8 | 0% | i | -11%
CC(C)(Cc1nc2ccccc2[nH]1)C(=O)O
→ -18 | 10% | -18%[57.5 µM] | -12 | -1.3 | -1% | i | -4%
CC1(C)Cc2c(cnn2-c2ccccc2)C(=O)/C1=N\NC(=O)c1ccccc1N
→ 9 | -1% | -39%[inhibitor] | 4 | 2.0 | 4% | i | 23%
COCCN(Cc1cc2c(C)cc(C)cc2nc1Cl)C(=O)c1ccccc1F
→ 29 | 13% | -52%[inhibitor] | 0 | -1.2 | -1% | i | -30%
Cc1c(O)ccc(-c2[nH]ncc2-c2nc3ccccc3s2)c1O
→ -10 | 3% | ? | -1 | -2.3 | -1% | i | -3%
CC(C)[C@H](NC(=O)N1CCC(Cc2ccccc2)CC1)C(=O)O
→ -19 | 11% | -7% | -14 | -5.3 | 0% | i | 1%
COc1ccc(CNC(=O)c2ccc(NS(=O)(=O)c3c(C)noc3C)cc2)cc1
→ -5 | 3% | i | -9 | -0.2 | -3% | i | -2%
CCC/C(=N\NC(=O)CNC(=O)c1ccc(Cl)cc1)c1ccccc1
→ -19 | 5% | -12% | -27 | -1.8 | 5% | i | -4%
COC(=O)[C@H](CCSC)NC(=O)NCc1ccccc1F
→ 9 | -9% | ? | 11 | 2.4 | 0% | i | 9%
O=C(Cn1c(=O)c2c(ncn2Cc2ccccc2)n(Cc2ccccc2)c1=O)N1CCCC1
→ -10 | -1% | i | 1 | 1.4 | 3% | i | 12%
Cc1cc(=O)n2[nH]c(COc3ccccc3)nc2n1
→ 28 | 1% | -4% | -2 | -1.1 | 4% | i | 6%
CC1CCN(c2nc3c(cc2C#N)COC(C)(C)C3)CC1
→ 3 | 11% | i | -9 | 0.7 | -4% | i | -6%
Cc1ccc(-c2cn(-c3ccccc3F)c(=S)[nH]2)cc1
→ -11 | 5% | -6% | 11 | -0.7 | 0% | i | -4%
O=C(c1cccs1)n1nc(-c2ccccc2)nc1NCc1ccco1
→ 1 | 9% | i | -5 | -10 | -3% | i | 5%
O=C(NCC1CCCN1S(=O)(=O)c1cccs1)C(=O)Nc1ccccc1 (stereo not drawn)
→ 4 | -3% | -30% | 4 | 1.3 | 0% | i | -20%
O=C(O)C1(c2ccccc2)CCN(S(=O)(=O)c2ccc(Cl)cc2)CC1
→ -3 | 7% | -22% | -8 | -1.7 | 2% | i | 8%

This is a subset; count on the stated rates, not on these rows.
